# MOR-DOR inv ag: inverse agonists of MOR-DOR heterodimerization, primary screen, cell-based, luminescence. Mu-type opioid receptor (Homo sapiens) + Delta-type opioid receptor (Homo sapiens), …. cell-based MOR-DOR heterodimer luminescence, inverse agonism. inhibition, % at 9.3 µM. 340,000 compounds, 0.21% hits; in the data active means inhibition above about 22%, passing the limit was not always enough;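 further: 0% = cells with DMSO and 100% = wells without cells with DMSO; values of inactives mirror those of a sister screen read the other way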
# Target sequence (P35372 whole entry, looked up): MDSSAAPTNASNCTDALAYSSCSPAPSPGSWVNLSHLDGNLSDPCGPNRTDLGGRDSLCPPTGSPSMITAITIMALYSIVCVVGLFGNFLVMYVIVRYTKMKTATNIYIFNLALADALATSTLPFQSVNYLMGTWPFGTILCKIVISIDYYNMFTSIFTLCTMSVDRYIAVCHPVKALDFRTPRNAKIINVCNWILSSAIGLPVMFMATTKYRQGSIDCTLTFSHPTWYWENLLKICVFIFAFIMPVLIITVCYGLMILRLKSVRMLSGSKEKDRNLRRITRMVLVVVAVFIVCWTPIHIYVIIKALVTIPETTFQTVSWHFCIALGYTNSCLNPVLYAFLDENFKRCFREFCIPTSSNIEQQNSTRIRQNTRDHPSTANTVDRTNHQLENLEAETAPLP
# Target sequence (P41143 whole entry, looked up): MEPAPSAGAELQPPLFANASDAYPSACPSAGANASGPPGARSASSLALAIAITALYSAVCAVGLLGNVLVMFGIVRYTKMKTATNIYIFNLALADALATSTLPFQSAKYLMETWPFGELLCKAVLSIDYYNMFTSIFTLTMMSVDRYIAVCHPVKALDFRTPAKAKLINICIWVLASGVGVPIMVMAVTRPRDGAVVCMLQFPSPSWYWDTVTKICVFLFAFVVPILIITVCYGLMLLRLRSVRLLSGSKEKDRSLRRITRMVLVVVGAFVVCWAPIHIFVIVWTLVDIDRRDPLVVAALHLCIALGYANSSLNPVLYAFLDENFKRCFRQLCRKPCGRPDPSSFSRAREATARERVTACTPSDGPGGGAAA
# PfHsp90 yeast 2: growth inhibition of PfHsp90-expressing yeast, primary screen, antimalarial PfHsp90 inhibitor project, S. cerevisiae, BacTiter-Glo luminescence, single point, set 2 | BacTiter-Glo ATP, 48 h; yeast lacking PDR1 and PDR3 efflux regulators | inhibition, % at 9.4 µM | 310,000 compounds, 0.32% hits;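 active means every replicate shows inhibition above about 80%, whatever the replicate mean, limit read from the data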;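 further: 0% = DMSO neutral controls and 100% = 20 µM radicicol positive controls; yeast relying on Plasmodium falciparum Hsp90 in place of its own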
# E coli growth: E. coli V3065 growth inhibition, primary screen, counter-screen for AddAB inhibitor project, absorbance, OD600; inhibition, % at 11.9 µM; 330,000 compounds, 0.27% hits; 18 h;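 active means inhibition above the campaign's mean inhibition across all tested compounds plus 3 SD, cut at about 9.9% in these data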;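 further: uninfected addAB+ strain grown without phage in ampicillin broth; 0% = DMSO wells and 100% = ciprofloxacin 0.95 µg/ml wells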
# PKA-R1A activ: activators of PKA-R1A holoenzyme, primary screen, biochemical, fluorescence polarization, Cy5-IP20, bovine R1A, mouse PKAc; cAMP-dependent protein kinase type I-alpha regulatory subunit (Bos taurus) + …; PKA-R1A dissociation; scaled: DMSO 0%, 113 µM cGMP 100%; activation, % at 11.4 µM; 340,000 compounds, 0.083% hits; AID 504707, 2011;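 active means percent activation above the mean of all tested compounds plus 3 SD, cut at about 19% in these data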;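 further: higher means more PKAc released from R1A so a rise in polarization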
# Tat transport: E. coli Tat export inhibitors, primary screen, MC4100, TorA-mCherry reporter, fluorescence, single point; AID 488895, 2010; inhibition, % at 10 µM; 340,000 compounds, 0.036% hits;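 active means mean replicate inhibition at least 50% and at least half of replicates individually reaching 50%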;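 further: exported cargo escapes ClpAP degradation while cytoplasmic cargo is degraded and loses fluorescence; 0% = median of neutral control wells and 100% = median of NaSCN control wells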
# PKA-R2B act: activators of PKA-R2B holoenzyme, primary screen, biochemical, fluorescence polarization, Cy5-IP20, human | 340,000 compounds, 0.079% hits | activation, % at 11.4 µM | cAMP-dependent protein kinase catalytic subunit beta (Homo sapiens) + cAMP-dependent … | AID 504700, 2011 | PKA-R2B holoenzyme dissociation; R2B truncated from residue 108, S112A mutant; 0% DMSO only, 100% 113 µM cGMP;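 active means activation above a cutoff set at the mean over all compounds plus 3 SD, cut at about 18% in these data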;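 further: higher means more holoenzyme dissociation and a rise in polarization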
# HTR5A inv ag: HTR5A inverse agonists in luminescence cell assay, primary screen, counter-screen for OPRM1-OPRD1 heterodimer inverse agonist project, full-deck HTS | 5-hydroxytryptamine receptor 5A (Homo sapiens), P47898 | HTR5A cell line, inverse agonism | inhibition, % at 9.3 µM | 340,000 compounds, 0.083% hits; in the data active means inhibition mostly above about 23%, no sharp cut-off; inactive means mostly below about 18%;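 further: 0% = cells with DMSO and 100% = no-cell wells with DMSO; some compounds called inactive have numbers as strong as hits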
# Mot1-301 SUMO: yeast Mot1-301 growth rescue at high temperature, primary screen, SUMOylation pathway inhibitor project, S. cerevisiae, ATP luminescence, 38.5C; S. cerevisiae Mot1-301 growth rescue; percent above DMSO median, 100 means doubled; growth rescue, % at 18.8 µM; 320,000 compounds, 1% hits;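 active means every valid replicate shows activation above 250% relative to neutral control wells; inactive means the rest, any valid replicate at or below 250%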;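 further: OY570 slx delta 5 strain wells were the positive control but not used for scaling; some compounds called inactive have numbers as strong as hits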
# AddAB inh: growth inhibition of E. coli expressing H. pylori AddAB, primary screen, AddAB inhibitor project, absorbance; inhibition, % at 11.9 µM; 330,000 compounds, 0.29% hits; AID 435030, 2010; in the data active means inhibition above about 12%;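 further: 0% = vehicle wells of infected cells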
# phage Ecoli inh: growth loss of phage-infected E. coli, primary screen, RecBCD inhibitor project, absorbance, with phage, HTS | inhibition, % at 11.9 µM | 360,000 compounds, 0.26% hits | AID 651602, 2012; in the data active means inhibition above about 11%
# OPRM1-OPRD1 ag: agonists of OPRM1-OPRD1 heterodimerization, primary screen, cell-based, luminescence | Mu-type opioid receptor (Homo sapiens) + Delta-type opioid receptor (Homo sapiens), … | cells | activation, % at 9.3 µM | 340,000 compounds, 0.3% hits | AID 504326, 2011; in the data active means activation above about 18%;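 further: 0% = vehicle-treated cells and 100% = reference agonist; values of inactives mirror those of a sister screen read the other way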
# * marks the source's active call; other numbers are inactive results; / = not tested or not shown.
# Preview, ten compounds:
1: CCOC(=O)C1CCN(C(=O)c2ccc(OC)cc2OC)CC1
2: O=C(COC(=O)CNC(=O)c1ccccc1)NCCCc1ccccc1
3: CCOc1ccccc1NC(=O)CSc1nnc(C2CC2)n1CC
4: Cc1ccc2nc(NCc3ccccc3)c(C=NCc3ccccc3)c(=O)n2c1
5: COc1ccc(OC)c(NC(=O)COC(=O)C2CCN(C(=O)c3ccc(Cl)cc3)CC2)c1
6: CCOc1cccc(-c2cc(=O)[nH][nH]2)c1
7: Cc1ccc(Nc2nc(-c3cccnc3)cs2)cc1C
8: COc1ccc2[nH]c(=S)[nH]c2c1
9: COc1cc(C)ccc1NC(=O)c1ccc(S(=O)(=O)N2CCOCC2)cc1
10: O=C(Nc1ccncc1)c1cc(-c2ccccn2)nc2ccccc12
screen / no.	1	2	3	4	5	6	7	8	9	10
MOR-DOR inv ag	11.7	21.5	-25.4	13.0	-3.8	15.4	6.0	6.6	-1.4	-14.7
PfHsp90 yeast 2	10.0	7.4	0.2	9.3	-1.8	-18.5	-52.5	-27.3	/	13.1
E coli growth	2.2	-1.2	-0.9	1.7	0.4	1.4	-2.1	0.5	1.2	-1.3
PKA-R1A activ	4.3	-0.7	2.8	7.3	-11.3	4.2	5.4	-6.6	5.5	-0.4
Tat transport	-0.9	3.5	-0.8	-1.9	0.7	-4.3	-7.6	-11.4	-13.5	-14.1
PKA-R2B act	5.7	6.3	-1.8	-3.9	-1.1	-3.7	-4.6	12.8	-10.3	-2.6
HTR5A inv ag	6.6	4.4	0.3	12.0	1.4	28.6	-1.8	-18.6	-19.1	-9.6
Mot1-301 SUMO	-9.7	2.5	-9.2	146.2	-4.1	-5.5	135.5	70.6	-1.7	-22.4
AddAB inh	-0.6	-2.1	5.8	0.1	-0.2	-1.4	-0.8	2.6	2.9	5.7
phage Ecoli inh	-0.8	3.2	2.6	3.6	0.9	4.0	2.5	1.4	0.4	2.4
OPRM1-OPRD1 ag	-2.0	-4.4	3.1	-2.0	0.8	-2.6	-1.2	-1.1	0.2	3.1

# Results, repeating the preview:
1: CCOC(=O)C1CCN(C(=O)c2ccc(OC)cc2OC)CC1
2: O=C(COC(=O)CNC(=O)c1ccccc1)NCCCc1ccccc1
3: CCOc1ccccc1NC(=O)CSc1nnc(C2CC2)n1CC
4: Cc1ccc2nc(NCc3ccccc3)c(C=NCc3ccccc3)c(=O)n2c1
5: COc1ccc(OC)c(NC(=O)COC(=O)C2CCN(C(=O)c3ccc(Cl)cc3)CC2)c1
6: CCOc1cccc(-c2cc(=O)[nH][nH]2)c1
7: Cc1ccc(Nc2nc(-c3cccnc3)cs2)cc1C
8: COc1ccc2[nH]c(=S)[nH]c2c1
screen / no.	1	2	3	4	5	6	7	8
MOR-DOR inv ag	11.7	21.5	-25.4	13.0	-3.8	15.4	6.0	6.6
PfHsp90 yeast 2	10.0	7.4	0.2	9.3	-1.8	-18.5	-52.5	-27.3
E coli growth	2.2	-1.2	-0.9	1.7	0.4	1.4	-2.1	0.5
PKA-R1A activ	4.3	-0.7	2.8	7.3	-11.3	4.2	5.4	-6.6
Tat transport	-0.9	3.5	-0.8	-1.9	0.7	-4.3	-7.6	-11.4
PKA-R2B act	5.7	6.3	-1.8	-3.9	-1.1	-3.7	-4.6	12.8
HTR5A inv ag	6.6	4.4	0.3	12.0	1.4	28.6	-1.8	-18.6
Mot1-301 SUMO	-9.7	2.5	-9.2	146.2	-4.1	-5.5	135.5	70.6
AddAB inh	-0.6	-2.1	5.8	0.1	-0.2	-1.4	-0.8	2.6
phage Ecoli inh	-0.8	3.2	2.6	3.6	0.9	4.0	2.5	1.4
OPRM1-OPRD1 ag	-2.0	-4.4	3.1	-2.0	0.8	-2.6	-1.2	-1.1

# Compound profiles, as listed above. Order of values: MOR-DOR inv ag | PfHsp90 yeast 2 | E coli growth | PKA-R1A activ | Tat transport | PKA-R2B act | HTR5A inv ag | Mot1-301 SUMO | AddAB inh | phage Ecoli inh | OPRM1-OPRD1 ag
# Profile of `Cc1ccc2nc(NCc3ccccc3)c(C=NCc3ccccc3)c(=O)n2c1` : 13.0 | 9.3 | 1.7 | 7.3 | -1.9 | -3.9 | 12.0 | 146.2 | 0.1 | 3.6 | -2.0
# Profile of `CCOc1ccccc1NC(=O)CSc1nnc(C2CC2)n1CC` : -25.4 | 0.2 | -0.9 | 2.8 | -0.8 | -1.8 | 0.3 | -9.2 | 5.8 | 2.6 | 3.1

# Going on with the list:
9: COc1cc(C)ccc1NC(=O)c1ccc(S(=O)(=O)N2CCOCC2)cc1
10: O=C(Nc1ccncc1)c1cc(-c2ccccn2)nc2ccccc12
11: CCc1ccc(NC(=O)c2cnn3c(C(F)F)cc(C)nc23)cc1
12: COc1cnc(-c2ccccn2)nc1Oc1c(C)cccc1C
13: COCc1ccc(C(=O)N2CCCC(C(=O)c3cccc(C(F)(F)F)c3)C2)o1 (stereo unspecified)
14: COCc1c(C(=O)OCc2nnc(-c3ccc([N+](=O)[O-])cc3)o2)oc2ccccc12
15: CC(C)CC1NC(=O)N(CC(=O)Nc2cc([N+](=O)[O-])ccc2F)C1=O (stereo unspecified)
16: O=C(O)CCCN1C(=O)/C(=C\C(Cl)=C\c2ccccc2)SC1=S
screen / no.	9	10	11	12	13	14	15	16
MOR-DOR inv ag	-1.4	-14.7	15.6	0.9	14.3	-1.5	10.3	-7.8
PfHsp90 yeast 2	/	13.1	-10.1	-19.4	-38.4	-25.9	30.8	40.2
E coli growth	1.2	-1.3	1.6	-3.9	0.1	1.2	2.9	/
PKA-R1A activ	5.5	-0.4	-19.4	1.8	0.0	-7.0	4.0	0.8
Tat transport	-13.5	-14.1	-4.2	1.5	5.9	6.0	-0.3	0.3
PKA-R2B act	-10.3	-2.6	-4.9	-6.8	2.6	-6.1	-4.7	3.5
HTR5A inv ag	-19.1	-9.6	14.5	2.5	14.2	6.5	10.4	-1.5
Mot1-301 SUMO	-1.7	-22.4	3.8	43.2	-7.4	7.0	-11.2	8.3
AddAB inh	2.9	5.7	1.2	-1.2	0.9	0.7	1.9	/
phage Ecoli inh	0.4	2.4	5.0	1.8	3.6	1.8	2.4	-0.5
OPRM1-OPRD1 ag	0.2	3.1	-2.2	-0.2	-2.8	0.3	-2.4	1.7

17: COc1ccc(NC(=O)CSc2n[nH]c(=O)n2Cc2ccccc2)cc1Cl
18: COc1cc(C(C(=O)NC2CCCCC2)N(C(=O)Cc2c[nH]c3ccccc23)c2ccc(C)cc2)cc(OC)c1OC (stereo unspecified)
19: CCN1C(=O)NC(c2ccccc2)C1=O (stereo unspecified)
20: O=C(Cn1c(NCCO)nc2ccccc21)Nc1cccc(S(=O)(=O)N2CCCC2)c1
21: COc1ccc(C(=O)NCC(=O)OCC(=O)NC2CCCCCC2)cc1
22: O=C(NCCCn1ccnc1)c1cc(-c2ccc(Br)cc2)on1
screen / no.	17	18	19	20	21	22
MOR-DOR inv ag	0.4	11.8	3.1	/	1.6	19.4
PfHsp90 yeast 2	1.0	-4.8	23.0	/	-3.4	-7.2
E coli growth	-0.8	-2.1	0.5	-2.7	-1.8	-3.1
PKA-R1A activ	-5.9	-1.7	-7.6	-2.9	-3.1	-13.7
Tat transport	-3.2	11.6	-9.0	-4.0	-0.6	-4.6
PKA-R2B act	-11.5	-6.2	15.9	-2.7	2.0	-10.6
HTR5A inv ag	-12.7	-8.7	14.0	/	3.9	10.2
Mot1-301 SUMO	30.1	-12.5	245.8	1.2	-5.8	3.2
AddAB inh	4.4	4.2	0.6	1.3	0.5	-2.1
phage Ecoli inh	-0.5	2.0	2.9	1.9	6.8	3.2
OPRM1-OPRD1 ag	-0.1	-2.3	-0.6	/	-0.3	-3.8

# Screening results (PubChem BioAssay)
